Kir21 block: inhibitors of mouse Kir2.1 inward-rectifier potassium channel | B-score at 10 µM | 310,000 compounds, 0.85% hits | HEK293-Kir2.1, FluxOR thallium flux fluorescence; active compounds read low | Inward rectifier potassium channel 2 (Mus musculus), P35561;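 active = fluorescence ratio B-score at or below minus 3 SD of library scores, with starting-brightness B-score within 2 SD, cut at about -4.2 in these data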;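 note: channel flux triggered by added potassium and thallium sulfate stimulus; B-score of peak minus minimum fluorescence over baseline after thallium stimulus; more negative B-score means stronger Kir2.1 block with less thallium influx; some compounds called inactive have numbers as strong as hits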
Target sequence (P35561 whole entry, looked up): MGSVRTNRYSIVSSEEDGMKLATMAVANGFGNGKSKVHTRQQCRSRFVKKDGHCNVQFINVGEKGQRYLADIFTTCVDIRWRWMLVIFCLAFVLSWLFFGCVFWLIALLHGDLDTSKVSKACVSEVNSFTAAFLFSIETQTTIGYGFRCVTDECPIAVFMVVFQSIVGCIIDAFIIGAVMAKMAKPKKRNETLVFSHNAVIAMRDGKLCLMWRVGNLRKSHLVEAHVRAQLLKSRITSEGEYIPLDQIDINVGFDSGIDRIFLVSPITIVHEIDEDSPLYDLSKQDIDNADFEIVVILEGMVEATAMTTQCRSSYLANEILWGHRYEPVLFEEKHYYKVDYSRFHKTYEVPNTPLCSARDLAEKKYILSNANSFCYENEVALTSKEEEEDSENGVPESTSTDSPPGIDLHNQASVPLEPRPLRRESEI
KCNQ2 inh: KCNQ2 potassium channel inhibitors, primary screen, cell-based, CHO-K1, FluxOR thallium flux, B-score (AID 2156); 20 min; active compounds read low; B-score at 10 µM; 310,000 compounds, 1.1% hits;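 active = fluorescence ratio B-score at most minus 3 library SDs, with starting brightness B-score within 2 library SDs, cut at about -5.5 in these data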
* marks the source's active call; other numbers are inactive results; i = inactive.

Kir21 block	KCNQ2 inh	structure
-0.54	i	COc1ccc(CCNC(=O)C(=O)NCC2OCCN2S(=O)(=O)c2ccc(F)cc2)cc1 (stereo not drawn)
-0.37	i	Cc1[nH]n(C(N)=S)c(=O)c1N=Nc1ccc(S(=O)(=O)N2CCCC2)cc1
0.61	i	NC(=Nc1ccc(Cl)cc1)c1ccccc1
-0.25	i	CCOC(=O)C(=O)Nc1nc(-c2ccccc2)c(-c2ccccc2)o1
-0.78	i	O=C1CCC(=O)N1CNc1ccc(Oc2ccccc2)cc1
0.02	i	CC1=C(C(=O)Nc2cccc(F)c2)C(c2ccsc2)C2=C(CC(C)(C)CC2=O)N1 (stereo not drawn)
0.54	i	CCC(=O)N1c2ccc(S(=O)(=O)CCC(=O)NCCC3=CCCCC3)cc2CC1C (stereo not drawn)
-0.01	i	COC(=O)c1cc(CSc2nnc(NC3CCCCC3)s2)oc1C

Further structures
Kir21 block	KCNQ2 inh	structure
-0.49	i	O=C1c2ccccc2C(=O)N1CCCCN(C(=O)c1ccc([N+](=O)[O-])cc1)c1ccc(Cl)cc1
0.35	i	CCNC(=O)COc1cccc2ccccc12
-1.5	i	O=[N+]([O-])c1ccc(CSc2nc3ncc(Br)cc3[nH]2)cc1
0.43	i	CS(=O)(=O)N1CCN(CC(=O)NC2CCCC2)CC1
0.83	i	CN(CC(=O)N1CCN(Cc2ccccc2)CC1)S(=O)(=O)c1cccc2nsnc12
0.41	i	CCCCOCCCNC(=O)c1c(-c2ccccc2)noc1C
-0.99	i	COC(=O)c1ccccc1OC(=O)c1cc[n+]([O-])cc1
0.13	i	CCN(c1cccc(C)c1)S(=O)(=O)c1ccc(-c2ccc(=O)[nH]n2)o1

Other records.
Kir21 block	KCNQ2 inh	structure
0.13	i	O=C(NCCNCc1ccccn1)c1ccco1
-0.16	i	CCC(C)(C)C1CCC(=NNS(=O)(=O)c2ccc(C)c([N+](=O)[O-])c2)CC1 (stereo not drawn)
0.01	i	Cc1noc(C)c1S(=O)(=O)N1CCC(C(=O)Nc2ccc(Br)cc2)CC1
-0.75	i	COc1ccc(S(=O)(=O)Oc2c(OC)cc(C(=S)N3CCOCC3)cc2OC)cc1
-2.5	i	CCOC(=O)N/N=C(\c1ccccc1)C(O)c1ccccc1 (stereo not drawn)
-0.14	i	CC(=O)NN1C(=O)c2ccccc2NC1c1ccccc1F (stereo not drawn)
-0.01	i	CC(C)Oc1ccc(CCc2n[nH]c(=S)n2Cc2ccccc2)cc1
0.68	i	O=C(Nc1cccc(F)c1)C1CCN(C(=O)Cc2ccccc2)CC1

Following part.
Kir21 block	KCNQ2 inh	structure
-0.4	i	COc1ccc([N+](=O)[O-])cc1-n1cnnn1
0.46	i	COc1ccc(OC)c(CCNC(=O)C(=O)Nc2ccc3nc4n(c(=O)c3c2)CCCCC4)c1
-0.04	i	CCC(CC(C)(C)O)C(=O)NNC(=S)Nc1ccccc1 (stereo not drawn)
0.49	i	COC(=O)C1=C(CS(=O)(=O)c2cc(OC)ccc2OC)NC(=O)NC1c1ccc(O)c(OC)c1 (stereo not drawn)
-4.3*	i	NCC/C=C1/c2ccccc2CSc2ccccc21
0.35	i	N#C/C(=C1/CCCN1)c1ccccn1
1.7	i	CC(C)(C)C1CCC(OCC(O)CN2CCN(c3ccccn3)CC2)CC1 (stereo not drawn)
0.67	i	CCCCS(=O)(=O)/C=C/[C@H]1[C@H](S(=O)(=O)CCCC)[C@H]2C=C[C@@H]1C2

Next part.
Kir21 block	KCNQ2 inh	structure
-0.49	i	COc1cc2c(cc1OC)CN(Cc1ccc(C)cc1)CC2
-0.75	i	CCn1c(SCC(=O)Nc2ccc3c(c2)n(C)c(=O)n3C)nnc1-c1ccncc1
-0.71	i	CC(=O)c1cccc(NC(=O)C(C)OC(=O)c2cc(=O)[nH]c3ccccc23)c1 (stereo not drawn)
1.8	i	Cc1cc(NC(=O)Nc2ccccc2[N+](=O)[O-])no1
0.55	i	Cc1nc(N/C(N)=N/S(=O)(=O)c2ccc([N+](=O)[O-])cc2)nc2ccccc12
0.36	i	CCC1CCCCN1C(=S)NC1CCCCC1 (stereo not drawn)
-0.26	i	CC(C)CCC(C)NC(=O)Cc1ccc(S(=O)(=O)N2CCOCC2)s1 (stereo not drawn)
-1.5	i	CN(C)c1nc(N)nc(N(c2ccccc2)c2ccccc2)n1

(continued)
Kir21 block	KCNQ2 inh	structure
-0.34	i	O=C(CNC(=O)C1CCCCC1)NNC(=O)c1ccccc1Br
0.23	i	COc1ccc(-c2cc(C(F)(F)F)n3nc(C(=O)NCCN4CCOCC4)cc3n2)cc1
-0.01	i	CN1C(=O)C(CC(=O)Nc2ccccc2F)N(NC(=O)c2ccc(Br)cc2)C1=S (stereo not drawn)
-0.68	i	COc1ccc(C2=CSC3=NCCN23)cc1Br
-0.34	i	O=C(NCc1cccc(Cl)c1)c1ccc(CS(=O)Cc2ccccc2Cl)o1 (stereo not drawn)
-2.9	-5.7*	COc1ccccc1N1CCN(C(=O)C(C)N(c2ccccc2)S(C)(=O)=O)CC1 (stereo not drawn)
-3.3	i	CCOc1cccc(OCCn2cnc3ccccc3c2=O)c1
0.18	i	N/C(CC(=O)Nc1ccc(F)cc1F)=N\OC(=O)c1cccs1

(cont.)
Kir21 block	KCNQ2 inh	structure
-0.11	i	COC(=O)C1=C(C)NC2=C(C(=O)CCC2)C1c1cn(Cc2ccc(Br)cc2)nc1-c1ccccc1 (stereo not drawn)
0.43	i	CC1CCCCN1C(=O)C12CCC(C)(C(=O)C1)C2(C)C (stereo not drawn)
0.86	i	Cc1ccccc1-c1nnc(SCC(=O)Nc2cccc(C)c2C)o1
-3.2	i	COC(=O)c1csc2c(C(F)(F)F)cc(N3CCN(C(=O)Nc4ccccc4)CC3)nc12
-2.2	i	COc1ccc(C[C@@H]2CN3C(=NC[C@@H]3Cc3ccc(O)cc3)N2C[C@H](C)NC(=O)CCC2CCCCC2)cc1
0.23	i	Cc1c(/C=N/n2cnnc2)c2ccccc2n1CCOc1ccc(Cl)cc1
1.9	i	O=[N+]([O-])c1ccc(N2CCOCC2)cn1
0	i	CC(=O)N1N=C(c2cccc(NS(C)(=O)=O)c2)CC1c1ccc2c(c1)OCO2 (stereo not drawn)

Going on with the list:
Kir21 block	KCNQ2 inh	structure
-1.1	i	CCCc1nc(SCC(=O)c2ccc(OC)cc2)c2ccccc2n1
0.35	i	COc1ccc(OC)c(N=Cc2c(O)c3ccccc3oc2=O)c1
-0.9	i	O=C(CC1SC(=O)N(Cc2ccccc2Cl)C1=O)Nc1nccs1 (stereo not drawn)
0.86	i	Cc1cc(NC(=O)Cc2ccccc2)ccc1NC(=O)c1cccs1
0.41	i	O=S(=O)(N/N=C1/CCCc2ccccc21)c1ccc(Br)cc1
2.4	i	Cc1c(C(=O)Nc2ccc(Nc3ccccc3)cc2)cccc1[N+](=O)[O-]
1.6	i	COc1cccc(-c2nn(C)c3sc(C(=O)NCc4ccco4)cc23)c1
1.2	i	NC(=O)CC(NC(=O)c1ccc(Br)cc1)c1ccc(N2CCCCCCC2)c([N+](=O)[O-])c1 (stereo not drawn)

Next section
Kir21 block	KCNQ2 inh	structure
0.13	i	N/C(=N\OC(=O)c1ccc(Br)cc1)c1cccc([N+](=O)[O-])c1
-0.18	i	CCc1ccc(C(=O)c2ccccc2C(=O)O)s1
0.04	i	O=C1c2ccccc2C(=O)N1CCCc1nc(-c2cccnc2)no1
1.1	i	Fc1ccccc1-c1nc(NC2CCCC2)c2ccccc2n1
-1.1	i	Cc1ccccc1-n1ncc2c1CC(C)(C)CC2NC(=O)CCC1=NNC(=O)CC1 (stereo not drawn)
1.2	i	CCn1ncc(C2=NOC(C(=O)NCc3ccccc3)C2)c1C (stereo not drawn)
-0.05	i	CCOCCCNC(=O)CCCC1=NS(=O)(=O)c2ccccc2N1
2.2	i	NC(=O)C1CCN(C(=O)OCc2ccccc2)CC1

(listing goes on)
Kir21 block	KCNQ2 inh	structure
-0.43	i	Cc1sc(NC(=O)c2cccc(N3C(=O)CCC3=O)c2)nc1-c1ccccc1
0.9	i	CC(C)N(Cc1ccccc1)C(=S)Nc1ccccc1F
0.32	i	O=C(COC(=O)CSc1ccc2ccccc2c1)NC1CCCC1
0.98	i	COc1cc(/C=N/S(=O)(=O)c2ccccc2)cc(OC)c1O
-0.6	i	Cn1cnnc1SCC(=O)NNC(=O)COc1ccc(Br)cc1
0.77	i	O=C(c1cc(COc2c(F)cccc2F)on1)N1CCSCC1
-2.2	i	Cc1ccccc1Nc1nc(N)nc(CN(C)c2ccccc2)n1
-1.1	i	Cc1cc(NC(=O)CSc2nc3ccccc3[nH]2)n(-c2ccccc2)n1

(more compounds)
Kir21 block	KCNQ2 inh	structure
-0.07	i	N#Cc1ccc(Oc2ccc(S(=O)(=O)N3CCCC3)cn2)cc1
0.1	i	CC1CCc2[nH]c3ccc(C(=O)N(C)CC(=O)Nc4ccc(F)cc4)cc3c2C1 (stereo not drawn)
0.4	i	CCc1ccc(N(CC(=O)Nc2ccc(OC)cc2OC)S(C)(=O)=O)cc1
-1.4	-7.7*	Cc1ccc(C)c2nc(SCC(=O)N3CCCc4ccccc43)c(C#N)cc12
0.88	i	Cc1csc(NC(=O)CNS(=O)(=O)c2cccs2)n1
-0.05	i	O=S(NCc1ccccc1)C12CC3CC(CC(C3)C1)C2 (stereo not drawn)
-1.9	i	CCOc1ccc(S(=O)(=O)NCCC(=O)NC(C)CCc2ccccc2)cc1 (stereo not drawn)
-0.7	i	Oc1cccc(-n2nnnc2SCc2ccccc2F)c1

The list continues:
Kir21 block	KCNQ2 inh	structure
0.5	i	COc1ccccc1NC(=S)N1CCC(NC(=O)c2ccco2)CC1
0.65	i	COc1ccc(NC(=O)CN(C)C(=O)c2sc3cc(Cl)ccc3c2Cl)cc1
0.47	i	COc1cccc(NC(=O)COc2ccc(C(=O)N3CCN(C)CC3)cc2)c1
-0.67	i	CC(C)Oc1ccc(C(CC(=O)O)NC(=O)Cc2ccc(Cl)cc2)cc1 (stereo not drawn)
-0.71	i	CC1CN(CCOc2cccc(Oc3ccccc3)c2)CC(C)O1 (stereo not drawn)
-0.12	i	Cc1ccc(C2/C(=C(/O)c3cnn(-c4ccccc4)c3C)C(=O)C(=O)N2CCCN2CCOCC2)o1 (stereo not drawn)
-0.94	i	COc1cc(C(=O)O/N=C2/C=C(C)C(=O)C=C2C)cc(OC)c1OC
-1.4	i	COc1cc(NC(=O)C2CC2)c(C(=O)O)cc1OC

More entries follow.
Kir21 block	KCNQ2 inh	structure
-0.03	i	COc1ccc([C@@H]2[C@@H]3C(=O)N(C(C)(C)C)C(=O)[C@@H]3[C@]3(C)C(=O)N(c4cccc(C)c4)C(=O)N23)cc1
0.77	i	CC1CCN(c2ccc([N+](=O)[O-])cc2C(N)=O)CC1
0.44	i	CCOc1ccc(NC(=O)c2cccc(OC(=S)N3CCC(C)CC3)c2)cc1
0.97	i	CCC(C)NC(=O)C1CCCN(C(=O)Nc2ccc(F)cc2)C1 (stereo not drawn)
0.57	i	COc1ccc(C(=O)Cn2c(NCCCO)nc3ccccc32)cc1OC
-0.61	i	COc1cnc(SC)nc1Nc1ccc(C#N)cc1
0.89	i	CCOc1ccc(S(=O)(=O)Nc2ccc3c(c2)n(C)c(=O)n3C)cc1
-0.17	i	O=C(CCS(=O)(=O)Cc1ccccc1)Nc1nncs1

Carrying on.
Kir21 block	KCNQ2 inh	structure
-0.75	i	CCn1c(COc2ccc(C)cc2)nc2ccccc21
1.8	i	COc1ccc(CNc2nc(-c3ccccc3)nn2C(=O)c2cccs2)cc1
-0.58	i	O=C(O)c1ccc2c(=O)n(-c3ccccc3F)c(=S)[nH]c2c1
-2.2	i	CS(=O)(=O)N(CC(=O)Nc1c(F)cccc1F)Cc1ccccc1
0.07	i	C=CCNc1nc(NC(C)(C)CO)nc(OCC)n1
-0.67	i	Cc1ccc(NC(=O)CCC(=O)NNC(=O)COc2ccc([N+](=O)[O-])cc2)c(C)c1
0.5	i	COc1ccc(N2C(=O)CCC(C(=O)N3CCCCC3)C2c2ccc(F)cc2)cc1 (stereo not drawn)
-0.06	i	COC(=O)COc1nc(C)c2c(c1C#N)CC(C)(C)OC2

New compounds follow.
Kir21 block	KCNQ2 inh	structure
0.53	i	Nc1ccc(SCC(=O)Nc2cccc([N+](=O)[O-])c2)cc1
1.9	i	O/N=C1\CCCCc2ccccc21
1	i	Cc1nnc2ccc(N3CCN(c4ccccn4)CC3)nn12
-0.06	i	Cc1ccc(Nc2nc(N3CCOCC3)nc(N3CCOCC3)n2)cc1Cl
0.15	i	COc1ccccc1C(=O)Nc1ccc2c(c1)C(=O)NC2=O
-0.9	i	COc1ccc(S(=O)(=O)Nc2cc3c4c(c2)CCC(=O)N4CCC3)cc1C
1.1	i	O=S1(=O)CCN(Cc2ccc(Cl)c(Cl)c2)CC1

Assay outcomes: PubChem BioAssay, Johns Hopkins Ion Channel Center
